Tb PYK inh: qHTS of Trypanosoma Brucei Inhibitors. 0.12% of 410,000 active. TbPYK enzyme, Kinase-Glo Plus ATP luminescence, 45 min. AID 624173, 2012. Potency, µM (highest dose often 76.8 µM), inactives show top-dose activity, negative = inhibition, most hits filed as inhibitors; note: potency is the fitted concentration of half-maximal effect; nearly all actives have a fitted effect of over 50% in size
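Readout: single end-point luminescence (Kinase-Glo Plus, 10 min). Reaction conditions were TbPYK/substrate plus 130 uM ADP, 45 min at RT, pH 7.2 TEA buffer. No-enzyme wells served as controls, and data were normalized before concentration-response fitting.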
HCV inh: qHTS Assay for Inhibitors of Hepatitis C Virus (HCV) | Huh7.5.1 HCVcc-Cre infection, luciferase reporter, 44 h | Potency, µM (highest dose often 41.8 µM), inactives show top-dose activity change, negative = inhibition, usual class: inhibitors | 3.4% of 340,000 active; note: potency is the fitted concentration of half-maximal effect
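1,000 cells/well; 4 h culture; + compound; + HCVcc-Cre (~0.5 moi); 44 h; luciferase substrate, RT 15 min; read 15 sec.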
AmpC inh detg: qHTS Inhibitors of AmpC Beta-Lactamase (assay with detergent); P00811; AmpC hydrolysis of nitrocefin, absorbance 480 nm, 0.01% Triton; Potency, µM (series often up to 114 µM), for the others: top-dose activity change, negative = inhibition, hits mostly inhibitors; 0.041% of 370,000 active;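 note: potency is the fitted concentration of half-maximal effect; 0% = no-compound wells and -100% = no-enzyme wells; nearly all actives have a fitted effect of over 25% in size; some results filed as inactive show a strong effect at the top dose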
Target sequence (P00811 whole entry, looked up): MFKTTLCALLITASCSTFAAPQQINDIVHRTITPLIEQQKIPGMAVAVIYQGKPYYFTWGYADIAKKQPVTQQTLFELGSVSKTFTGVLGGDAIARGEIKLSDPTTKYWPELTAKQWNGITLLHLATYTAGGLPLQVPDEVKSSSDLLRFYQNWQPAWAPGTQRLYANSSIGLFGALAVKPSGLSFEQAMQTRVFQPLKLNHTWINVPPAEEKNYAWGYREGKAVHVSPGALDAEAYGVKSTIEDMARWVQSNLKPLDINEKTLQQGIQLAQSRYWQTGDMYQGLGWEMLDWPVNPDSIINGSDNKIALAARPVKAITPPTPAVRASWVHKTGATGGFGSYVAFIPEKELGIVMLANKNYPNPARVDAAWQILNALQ
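20 mM phosphate pH 7.0 + 0.01% (detergent screen) or 0.0001% Triton X-100; 5.3 nM AmpC reagent; cpd preinc 15 min RT; nitrocefin (800 uM stock) to start; A480 q20 s × 4 min; Activity was normalised to no-enzyme and no-compound control wells.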
AmpC no deterg: qHTS Inhibitors of AmpC Beta-Lactamase (assay without detergent); P00811; AmpC nitrocefin hydrolysis, absorbance 480 nm, 0.0001% Triton; Potency, µM (titrated, usually from 57.1 µM), inactives show top-dose activity change, negative = inhibition, actives largely listed as inhibitors; 0.52% of 330,000 active; AID 485341, 2010;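 note: potency is the fitted concentration of half-maximal effect; plate controls were no compound for no effect and no enzyme for full effect; nearly all actives have a fitted effect of over 20% in size; some results filed as inactive show a strong effect at the top dose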
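20 mM phosphate pH 7.0 + 0.01% (detergent screen) or 0.0001% Triton X-100; 5.3 nM AmpC reagent; cpd preinc 15 min RT; nitrocefin (800 uM stock) to start; A480 q20 s × 4 min; Activity was normalised to no-enzyme and no-compound control wells.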
HCMV inh: qHTS Assay for inhibitors of the human cytomegalovirus (HCMV); HFF cells, HCMV-luciferase reporter, 72 h; stronger effect = lower value; activity change, negative = inhibition, % at 57.5 µM; 4.5% of 410,000 active; in the data active = activity change below about -60%; inconclusive = no clear call, values can overlap the other calls; inactive = above about -39%
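Inhibition of viral replication was scored as loss of reporter luminescence in HFFs infected with HCMV-luciferase (MOI 1 PFU/cell) for 72 h; compounds tested at 2 doses, normalized to buffer and Salinomycin controls.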
LmPK inhibitor: qHTS Assay for Inhibitors of Leishmania Mexicana Pyruvate Kinase (LmPK); Q27686; purified LmPK, Kinase-Glo ATP luminescence, 1 h; Potency, µM (doses to about 57.5 µM), for the others: at the top dose activity change, negative = inhibition, actives largely listed as inhibitors; 0.37% of 290,000 active; note: potency is the fitted concentration of half-maximal effect
Target sequence (Q27686 whole entry, looked up): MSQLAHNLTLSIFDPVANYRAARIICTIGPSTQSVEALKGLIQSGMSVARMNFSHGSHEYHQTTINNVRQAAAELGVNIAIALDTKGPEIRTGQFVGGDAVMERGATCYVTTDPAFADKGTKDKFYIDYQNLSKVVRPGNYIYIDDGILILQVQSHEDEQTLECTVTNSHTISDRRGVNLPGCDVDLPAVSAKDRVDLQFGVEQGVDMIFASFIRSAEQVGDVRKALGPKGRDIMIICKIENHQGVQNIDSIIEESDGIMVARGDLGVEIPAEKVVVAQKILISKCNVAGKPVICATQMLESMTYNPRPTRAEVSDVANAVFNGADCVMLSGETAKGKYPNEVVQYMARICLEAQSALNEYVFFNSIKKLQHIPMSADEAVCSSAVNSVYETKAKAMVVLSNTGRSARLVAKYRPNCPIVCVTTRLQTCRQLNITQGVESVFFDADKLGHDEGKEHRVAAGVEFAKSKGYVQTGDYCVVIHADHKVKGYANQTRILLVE
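Kinase-Glo luminescence read after 1 h RT reaction of 0.1 nM LmPK with 0.5 mM PEP and 0.1 mM ADP. Activity scaled between uninhibited and enzyme-free controls.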
AMA1 RON2 block: qHTS for Inhibitors of AMA1-RON; Towards Development of Antimalarial Drug Lead: Primary Screen; AlphaScreen AMA1-biotinylated RON2 peptide binding; Potency, µM (series often up to 58.2 µM), for inactives: at the highest dose activity change, negative = inhibition, usual class: inhibitors; 0.2% of 360,000 active;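 note: potency is the fitted concentration of half-maximal effect; 0% = vehicle wells and -100% = peptide control; nearly all actives have a fitted effect of over 45% in size; some results filed as inactive show a strong effect at the top dose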
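AMA1 (3D7) with his tag at 25 nM final met compounds first, then biotinylated RON2 peptide at 25 nM; detection used donor plus acceptor beads, 10 µg/mL apiece, read by AlphaScreen after 30 min at room temperature.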
The depositor's hits bear a star; ? = inconclusive; / = no result given; & = joins results of further samples; [ ] = remark or other dose. Unless noted, calls come from the whole dose curve; as a rule, active = well fitted curve in the direction sought with a large enough effect; inconclusive = small, poorly fitted or top-dose-only effect, or another doubt; inactive = no such curve, though single readings can be large; an effect the other way counts as inactive or inconclusive. Unless noted, % is set by controls: 0 for no effect and ±100 for the full control effect.

SMILES	Tb PYK inh	HCV inh	AmpC inh detg	AmpC no deterg	HCMV inh	LmPK inhibitor	AMA1 RON2 block
CCc1csc(CNC(=O)C2CCC(=O)N(Cc3cccc(F)c3)C2)n1 (stereo not drawn)	-5%	1%	-6%	2%	30	-7%	24%
COc1ccc(-c2c3c(=O)n(C)c(=O)n(C)c3c3n2-c2ccccc2NC3c2ccco2)cc1 (stereo not drawn)	2%	/	28%	/	14	/	/
CCOc1ccc(N(CC)C(=O)Cn2cnc3sc(C)c(S(=O)(=O)N4CCN(c5ncccn5)CC4)c3c2=O)cc1	-9%	/	27%	/	19	/	/
O=C(NCc1ccncc1)[C@@H]1CCCN1C(=O)[C@@H]1CCCN1	4%	/	/	/	-7	/	4%
O=C1C(=O)N(c2ccccn2)C(c2cccc(F)c2)/C1=C(/O)c1ccccc1 (stereo not drawn)	7%	-7%	?	-18%	/	4%	0%
COCCCNC(=S)NC(=O)c1ccc([N+](=O)[O-])cc1	-7%	26%	?	-8%	9	0%	-3%
O=C(CCSc1ccc(Br)cc1)Nc1cccnc1	-3%	?	3%	-21%	?	1%	56%[activator]
CCOc1ccc(NC(=O)CN(C)C(=O)c2cc(-c3ccco3)nc3ccccc23)cc1OCC	6%	?	/	/	-4	/	-10%
O=C(/C=C/c1ccc(F)cc1)Nc1cccc(S(=O)(=O)Nc2cccc(C(F)(F)F)c2)c1	-11%	-17%	-11%	-42%	-20	-1%	17%
CCOC(=O)c1[nH]cnc1C(=O)Nc1ccc(F)cc1	-5%&-1%	13%	-1%&-4%	-29%	?	3%	12%
C/C(=N/Nc1nc(-c2ccccc2)cc(-c2ccc(F)cc2)n1)c1cccc(N)c1	-10%	8.9µM*	-3%	-9%	-21	-7%	36%[activator]
Cc1ccc(CNC(=O)COC(=O)c2ccc(S(=O)(=O)N3CCCC3)cc2)cc1	-4%	1%	-2%	-1%	37	7%	-2%
CC(C)(C)n1ncc2c(=O)n(CC(=O)Nc3ccccc3)cnc21	-8%	-3%	?	-23%	-3	2%	6%
C/C(N)=C(/C#N)C(=O)CSc1ccccc1F	-8%	8%	2%	-34%	28	-1%	6%
O=C(C#Cc1ccccc1)c1cccc([N+](=O)[O-])c1	-17%	?	?	-29%	-24	-6%	-7%
Cc1nc(Cl)c(C(=O)NCCC(C)C)c(C)c1[N+](=O)[O-]	-6%	20%	?	-15%	-12	4%	5%
CCOC(=O)c1ccc(CC(=O)c2ccc(O)c(O)c2O)o1	-1%	-20%	4%	-42%	-3	6%	-19%
O=C(COC(=O)c1nc(Cl)ccc1Cl)NC1CCS(=O)(=O)C1 (stereo not drawn)	0%	-3%	?	-21%	-2	/	0%
O=C1C2CCCCC2C(=O)N1c1ccc(S(=O)(=O)Nc2ncccn2)cc1 (stereo not drawn)	2%	23%	0%	0%	9	-11%	-9%
Cc1ccc(Cn2ccc(NC(=O)c3cc(-c4ccc(Br)cc4)on3)n2)cc1	4%	2%	?	-9%	62	1%	-14%

Rewritten field by field: entries from further up.
O=C(CCSc1ccc(Br)cc1)Nc1cccnc1
  Tb PYK inh: -3%	HCV inh: ?	AmpC inh detg: 3%	AmpC no deterg: -21%	HCMV inh: ?	LmPK inhibitor: 1%	AMA1 RON2 block: 56%[activator]
CCOc1ccc(NC(=O)CN(C)C(=O)c2cc(-c3ccco3)nc3ccccc23)cc1OCC
  Tb PYK inh: 6%	HCV inh: ?	AmpC inh detg: /	AmpC no deterg: /	HCMV inh: -4	LmPK inhibitor: /	AMA1 RON2 block: -10%
O=C(/C=C/c1ccc(F)cc1)Nc1cccc(S(=O)(=O)Nc2cccc(C(F)(F)F)c2)c1
  Tb PYK inh: -11%	HCV inh: -17%	AmpC inh detg: -11%	AmpC no deterg: -42%	HCMV inh: -20	LmPK inhibitor: -1%	AMA1 RON2 block: 17%
CCOC(=O)c1[nH]cnc1C(=O)Nc1ccc(F)cc1
  Tb PYK inh: -5%&-1%	HCV inh: 13%	AmpC inh detg: -1%&-4%	AmpC no deterg: -29%	HCMV inh: ?	LmPK inhibitor: 3%	AMA1 RON2 block: 12%

Next part
SMILES	Tb PYK inh	HCV inh	AmpC inh detg	AmpC no deterg	HCMV inh	LmPK inhibitor	AMA1 RON2 block
Cc1ccc(CNC(=O)Cn2cc(S(=O)(=O)Cc3ccccc3Cl)c3ccccc32)cc1	1%[15.4 µM]	/	1%	/	0	/	/
NC(=O)C1CCN(C(=O)c2ccc3c(=O)n(Cc4cccc(Br)c4)c(=S)[nH]c3c2)CC1	?	?	5%	165%[activator]	22	-2%	52%[activator]
Cc1cc(N2CCC(C(=O)NCCC(C)C)CC2)n2nc(C)c(-c3ccc(Cl)cc3)c2n1	-5%	/	-8%	/	6	/	/
O=C(NCc1ccccc1)c1c(O)c2ccccc2[nH]c1=O	-1%	11%	-2%	-8%	-36	-1%	15%
CN(Cc1cnccn1)Cc1c(C(=O)N2CCc3ccccc3C2)nc2ccc(Cl)cn12	1%	-21%	-2%	84%[activator]	?	-13%	25%
CC(C)CNS(=O)(=O)c1ccc(CCC(=O)Nc2ccc3c(c2)OCO3)cc1	-7%	-11%	?	-26%	14	1%	-4%
COc1ccc(C)cc1S(=O)(=O)N(C)CC(=O)N1CCCCCC1	-7%	0%	-11%	-16%	24	-3%	9%
Cc1ccc(NC(=O)C2CCCN2S(=O)(=O)c2ccc3nc(-c4ccccc4)[nH]c3c2)cc1F (stereo not drawn)	6%	/	?	/	-84*	/	/
COc1ccc(C(=O)N(CN2CCCC2=O)c2ccc(C)cc2)cc1	/	0%	1%	15%	51	-7%	-9%
CCOC(=O)CN1C(=O)S/C(=C/c2ccc(OC)c([N+](=O)[O-])c2)C1=O	-2%	-9%	-20%	-16%	23	5%	13%
CCN1CCN(S(=O)(=O)c2ccc(Cl)c(C(=O)NCCOc3ccc(C)cc3)c2)CC1	-10%	?	-9%	157%[activator]	-7	/	0%
COc1ccc(CN2CCNC(=O)C2CC(=O)NCC2CCOCC2)c(C)c1C (stereo not drawn)	3%	0%	0%	-2%	-2	6%	34%[activator]
Cc1[nH]c(C)c(C(=O)/C=C/c2ccc([N+](=O)[O-])cc2)c1C	2%	?	?	-23%	-101*	-3%	-3%
CN1CSC2=C(C#N)C(c3cccc(OCc4ccccc4)c3)CC(=O)N2C1 (stereo not drawn)	?	-27%	?	-29%	-36	2%	59%[activator]
CC(C)(C)c1ccc(OCCNC(=S)Nc2ccccc2)cc1	0%	?	2%	-33%	?	-3%	13%
COc1cc(-c2noc(C3CCCN(S(=O)(=O)c4cccc(Cl)c4)C3)n2)cc(OC)c1OC (stereo not drawn)	-6%	-28%	-15%	-5%	42	4%	-9%
Cc1ccc(NC(=O)CN(C)C(=O)CCOc2cccc(C)c2)cc1	-22%	-9%	-5%	2%	14	0%	0%
CCOC(=O)[C@@H]1[C@H]2COc3cc(OC)ccc3[C@H]2N2C(=O)N(c3ccc(OC)cc3)C(=O)[C@]12C	-8%	14%	/	67%[activator]	10	/	-4%
COc1cc(OC)c(OC)cc1CNCCCSc1nnnn1C	0%	/	17%	/	2	/	/
N#CCCN(C(=O)COC(=O)Cc1c[nH]c2ccccc12)c1ccccc1	-9%	41%[activator]	?	-5%	-5	/	6%
CCN1CCN(C(=O)c2ccc(COc3ccc(Cl)cc3)o2)CC1	-3%	?	-3%	92%[activator]	-12	-4%	-4%
CCCCC(=O)NCc1ccc2c(c1)cc(C)n2C	10%	-1%	0%	-2%	15	-3%	-12%
CCCn1nc(C(=O)NNC(=O)CCCOc2ccc(OC)cc2)c2ccccc2c1=O	-6%	-27%	4%	1%	-1	/	114%[activator]
Cc1ccc(S(=O)(=O)Nn2c(C)ccc2C)cc1	-15%	2%	-5%	-13%	-15	12%	-3%
CCOc1ccc(NS(=O)(=O)c2ccc(C(=O)NCc3cccnc3)cc2)cc1	-3%	?	-7%	-21%	-22	/	-7%
O=C(CCCOc1ccc(Br)cc1)Nc1ccc(S(=O)(=O)N2CCOCC2)cc1	-6%	?	-19%	?	-32	/	0%
CC(=O)N1CCN(c2nnnn2-c2ccccc2)CC1	2%	10%	1%	-25%	5	1%	6%
O=C(c1nc(-c2ccc(Cl)cc2)n2c1CCCCC2)N1CCN(c2ccccc2)CC1	-3%	/	9%	/	-7	/	/
CN(C)CCn1c2c(c(SCC(=O)Nc3cccc(C(F)(F)F)c3)nc1=O)CCCC2	4%	?	?	186%[activator]	-11	/	-14%
CCC(C(=O)Nc1ccc(C(C)C)cc1)n1nc(C)n2c(cc3cc(C)ccc32)c1=O (stereo not drawn)	-1%	/	-1%	/	9	/	/
CCOCCCNC(=O)CCc1ccc(-n2cnc3cccnc32)cc1	-7%	6%	?	-11%	-67*	-1%	19%
Cc1csc(SCc2c(C(=O)O)oc3ccccc23)n1	-14%	21%	-10%	-23%	-12	2%	31%[activator]
Cc1cc(Nc2ccccc2Br)n2nc(C)nc2n1	2%	1%[8.37 µM]	1%	-16%	6	-1%	0%
O=[N+]([O-])c1cc([N+](=O)[O-])c(N2CCOCC2)cc1NCc1ccccc1	0%	?	5%	-7%	?	0%	?
O=C(NCCc1cccs1)C12CN(Cc3ccccc3)CC1C(c1cccc([N+](=O)[O-])c1)=NO2 (stereo not drawn)	2%	?	-2%	1%	-38	-3%	-23%
Cc1ccc(C)c(NC(=O)Nc2cccc(-c3cn4cccnc4n3)c2)c1	3%	/	0%	/	-3	/	/
CN(CC(=O)Nc1ccc(Cl)cc1)C(=O)C1CCCC1	-2%	7%	?	3%	-13	/	-4%
Cc1ccc(C(=O)N/C(=C/c2ccccc2)C(=O)NCc2ccncc2)cc1	1%	11%	4%	-10%	-10	-7%	-7%
Cn1nc(C(=O)OCC(=O)Nc2ccc(C(N)=O)cc2)c2ccccc2c1=O	3%	-7%	/	-12%	17	/	-9%
C/C(=N/NC(=O)CCCOc1ccc(Cl)cc1Cl)c1ccc(C)o1	2%	-41%	?	5%	-32	4%	11%
Cc1oc(-c2ccccc2F)nc1CSCC(=O)NC1CCCC1	1%	?	-15%	1%	-34	-5%	2%
O=C(NCc1c(-n2cccc2)sc2c1CCCC2)Nc1cccc(C(F)(F)F)c1	-1%	/	26%	/	-73*	/	/
Cc1ccccc1CNCc1cccnc1	-3%	34%[activator]	-4%	-12%	-14	12%	3%

Random draw from the library; any-hit rate near 7.5%.
